aSyn tox rescue: inhibitors of alpha-synuclein toxicity in yeast; S. cerevisiae alpha-synuclein toxicity rescue, BacTiter-Glo growth, 24 h; Potency, µM (titrated, usually from 46.1 µM), without a hit: top-dose growth rescue (activation), actives largely listed as activators; hit rate 0.02% among 94,000; AID 1347070; active = well fitted activation curve with a large enough effect; inconclusive = small, poorly fitted or top-dose-only effect; also: 0% is about no effect
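Growth restoration measured by BacTiter-Glo luminescence after 24 hr at 30 deg C; alpha-synuclein yeast, raffinose-pregrown to mid-log, were added at OD600=0.02 in galactose medium onto pinned compounds.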
Numbers without * were called inactive; ? = inconclusive; & = joins results of further samples. Potency is read from the fitted curve at half-maximal effect. Not all compounds are listed; count on the stated rates, not on these rows.

SMILES	aSyn tox rescue
Cc1ccc(Cl)cc1N1CCN(C(=O)C(C)n2ncn3cccc3c2=O)CC1 (stereo unspecified)	-1%&2%
Cc1ccc(N2CCN(S(=O)(=O)c3ccc(F)c(C(=O)Nc4ccc(Cl)cc4Cl)c3)CC2C)cc1 (stereo unspecified)	-7%
CSc1nnc(SCc2nc3sc(C(=O)O)c(C)c3c(=O)[nH]2)s1	8%
COc1ccc(-c2noc(N3CCC(C(=O)Nc4ccccc4F)CC3)n2)cc1	9%
COc1ccc(NC(=O)CSc2nnnn2-c2cccc(OC)c2)cc1	2%
COc1cc(OC)c(N(C)S(=O)(=O)c2cccc(C(=O)OCc3c(C)noc3C)c2)cc1Cl	-1%
O=C(CN1C2CCCC1CC(NC(=O)c1ccccc1)C2)Nc1ccccc1 (stereo unspecified)	-10%
CCCSc1nnc(NC(=O)c2cc(=O)c3ccccc3o2)s1	-9%
O=C(NCc1ccc(Cl)cc1)C(=O)NCC1OCCN1S(=O)(=O)c1cccs1 (stereo unspecified)	12%
Cc1nnc(N2CCN(c3ccccc3F)CC2)c2c1nnn2Cc1ccc(F)cc1	1%
CCCCC(=O)N1CC(=O)Nc2ccc(F)cc2C1c1ccc(F)cc1 (stereo unspecified)	2%
CCc1ccc(NC(=O)N2CC(C)Oc3ccc(C)cc32)cc1 (stereo unspecified)	4%
CCCCC(=O)OC1=C(C(=O)c2ccccc2)N(CC)S(=O)(=O)c2ccccc21	?
COc1ccc(CCN2CC(C(=O)NCc3ccc(F)cc3)CC2=O)cc1OC (stereo unspecified)	0%
O=C(NCC1CCCO1)c1nn2c(C(F)(F)F)cc(-c3ccc(Br)o3)nc2c1Br (stereo unspecified)	6%
O=C(CN1CCN(Cc2ccccc2)CC1)Nc1cccc(Cl)c1Cl	7%
CC(C)Oc1ccccc1C(=O)NC(CO)C(=O)O (stereo unspecified)	-7%
COc1ccccc1OC(C)C(=O)NCC1(N2CCOCC2)CCCCC1 (stereo unspecified)	2%
COc1ccccc1N1CCN(C(=O)c2ccc3c(c2)CCN3S(=O)(=O)c2ccccc2)CC1	3%
COC(=O)CCSc1nc2sc3c(c2c(=O)n1Cc1ccccc1)CCC(C(C)(C)C)C3 (stereo unspecified)	3%

Some of the entries above, set out differently:
SMILES,aSyn tox rescue
O=C(NCC1CCCO1)c1nn2c(C(F)(F)F)cc(-c3ccc(Br)o3)nc2c1Br (stereo unspecified),6%
O=C(CN1CCN(Cc2ccccc2)CC1)Nc1cccc(Cl)c1Cl,7%

(continued)
SMILES	aSyn tox rescue
CC(C)Cc1nn2cc(-c3cccc(Br)c3)nc2s1	3%
COc1ccc(Cl)cc1NC(=O)CSc1cn(CC(=O)N2CCCCCC2)c2ccccc12	3%
CC(=O)c1c(OC(=O)c2cccc(Cl)c2)c2ccccc2n1C	9%
Cc1csc(Sc2ccc(S(=O)(=O)N3CCCC3)cn2)n1	2%
Cc1cc(C)cc(C(=O)NCC(=O)N2CCN(c3cccc(Cl)c3)CC2)c1	3%
COc1ccc(-c2nn(-c3ccc(F)cc3)c3c2cnc2cc4c(cc23)OCO4)cc1	-3%
NS(=O)(=O)c1ccc(CCNC(=O)CN2CCN(Cc3cccc(C(F)(F)F)c3)CC2)cc1	0%
COc1ccccc1Cc1nc2ccccc2nc1SCC(=O)N1CCC(C)CC1	?
CCN(C(=O)c1cn(CC)c(=O)c2cc(OC)c(OC)cc12)c1ccc(C)c(C)c1	-4%
N#Cc1cccc(NC(=O)c2cc3c(s2)-c2ccc(Cl)cc2SC3)c1	-6%
NC(=O)C1(N2CCCCC2)CCN(S(=O)(=O)c2cc(Cl)ccc2Cl)CC1	-7%
CCN(CC)CCN(C(=O)c1ccc2c(c1)CCCC2)c1nc2ccc(F)cc2s1	8%
CCc1cccc(C)c1NC(=O)COC(=O)CNC(=O)c1cccs1	5%
COc1ccc(CNC(=O)C2CCN(S(=O)(=O)c3cn(C)cn3)CC2)cc1	2%
COc1cccc(Nc2ncnc3ccc(Br)cc23)c1	9%
CC(C)C(=O)Nc1ccccc1C(=O)OCc1cc(=O)n2nc(C3CC3)sc2n1	-4%
COC(=O)C1=C(Nc2ccccc2NC(=O)c2ccccc2C(=O)O)CSC1	11%
COc1ccccc1N1CCN(C(CNC(=O)C(=O)NCc2cccnc2)c2cccnc2)CC1 (stereo unspecified)	2%
CCN(Cc1ccccc1)C(=O)Cn1c(=O)n(-c2ccc(Cl)c(Cl)c2)c(=O)c2c(C)c(C(=O)N(C)C)sc21	1%
CN1CCN(C(c2ccccc2Cl)c2sc3nc(-c4ccco4)nn3c2O)CC1 (stereo unspecified)	-10%
O=C(NCCC1=CCCCC1)c1ccc2c(c1)N(Cc1ccc(F)cc1)C(=O)c1ccccc1S2(=O)=O	-1%
CC(C)OC(=O)c1c(NC(=O)COc2cccc(Br)c2)sc2c1CCCC2	0%
CCOc1ccccc1OCC(=O)NC1CCSc2ccccc21 (stereo unspecified)	13%
Cc1ccccc1Cn1c(=O)n(Cc2ccc3c(c2)OCO3)c(=O)c2oc3ccccc3c21	-5%
COc1ccc(CCCc2nnc(SCC(=O)Nc3cccc(C)c3)o2)cc1C	6%
Cc1ccc(-n2c(=O)c3c(cnn3C)n(CC(=O)Nc3ccc(C)cc3C)c2=O)cc1	-5%
O=C(Nc1ccc(N2C(=O)CCC2=O)cc1Cl)c1cccs1	7%
CCc1ccc(S(=O)(=O)c2nnn3c2nc(Nc2ccc(F)cc2)c2cc(Cl)ccc23)cc1	0%
COc1ccccc1S(=O)(=O)N(C)C[C@@H]1OCc2cnnn2CCCC(=O)N([C@H](C)CO)C[C@H]1C	-3%
CCOC(=O)c1cnc2ccccc2c1NCCc1ccc(OC)c(OC)c1	-7%
CC1CC1C(=O)N(CCC1=CCCCC1)c1c(N)n(Cc2ccccc2)c(=O)[nH]c1=O (stereo unspecified)	4%
O=C(NCc1ccccc1F)C(=O)NCC(c1cccs1)S(=O)(=O)c1cccs1 (stereo unspecified)	-4%
COc1ccc2c(c1)c(N1CCCC1=O)c(C(=O)Nc1ccccc1C(F)(F)F)n2C	-22%
CCc1noc(C)c1C(=O)Nc1ccc(S(=O)(=O)N2CCCCC2)cc1	11%
CN(C1(C)CCS(=O)(=O)C1)S(=O)(=O)c1ccc2ccccc2c1 (stereo unspecified)	-8%
FC(F)(F)c1ccc(NC(=S)NCc2ccccc2)cc1	-27%
CC1CCCC(NC(=O)COC(=O)/C=C/c2ccc(S(=O)(=O)N3CCOCC3)cc2)C1C (stereo unspecified)	-4%
COc1ccc(-c2cc(C(=O)NCc3ccccc3)c3c(-c4ccccc4)[nH]nc3n2)cc1	10%
CC(C)CC(c1nnnn1C(C)(C)C)N1CCN(Cc2ccccc2)CC1 (stereo unspecified)	1%
O=C1Cc2ccccc2Sc2ccc(O)cc21	0%

In a second layout: entries from further up
| canonical_smiles | aSyn tox rescue |
| --- | --- |
| COc1ccc(CCCc2nnc(SCC(=O)Nc3cccc(C)c3)o2)cc1C | 6% |
| CC1CC1C(=O)N(CCC1=CCCCC1)c1c(N)n(Cc2ccccc2)c(=O)[nH]c1=O (stereo unspecified) | 4% |

(cont.)
SMILES	aSyn tox rescue
Cc1cccc(C)c1NC(=O)c1oc2ccc3c(c2c1C)C(=O)CC(C)(C)O3	-7%
CCOc1ccc(-n2nnc3c(=O)n(CC(=O)c4ccccc4)cnc32)cc1	-3%
COc1ccc(-c2nc(C)c(CCNC(=O)C(=O)Nc3ccccc3C#N)s2)cc1OC	-3%
COc1ccccc1CNCCSc1nnnn1C	14%
O=C(CN1C(=O)NC2(CCCC2)C1=O)OCC(=O)c1cccc(Cl)c1	3%
CC(=O)Nc1ccc(S(=O)(=O)N(Cc2ccccc2)c2ccccc2)cc1	-11%
CCOC(=O)c1cnn(-c2ccc(C(=O)Nc3ccc(C(C)=O)cc3)cc2)c1N	-9%
Cc1ccc(C2=NN(CC(=O)NCCCN(CC(C)C)CC(C)C)C(=O)CC2)cc1	-13%
COCC(C)n1c(SCc2cc(C(=O)OC)c(C)o2)nc2ccccc2c1=O (stereo unspecified)	-8%
[O-][N+](=Cc1c(Cl)cccc1Cl)CC1(O)CCCCC1	-2%
Cc1c(N2CCCC2)cc2c(c1NC(=O)c1ccccc1Cl)C(C)(C)CC2(C)C	-8%
COCCN(Cc1ccco1)C(=O)c1cc2c(Cl)nc3ccc(C)cc3c2s1	1%
Cc1cc([N+](=O)[O-])nn1CCCC(=O)Nc1ccc(Cl)cc1Cl	7%
CC(C)(C)C1CCc2c(sc(NC(=O)CCC(=O)O)c2C(=O)Nc2ccccc2C(F)(F)F)C1 (stereo unspecified)	-19%
COc1cccc(NC(=O)Cn2c(=O)n(-c3cc(OC)c(OC)c(OC)c3)c(=O)c3ccccc32)c1	-7%
Cc1c(C(=O)Nc2ccc(F)cc2)oc2ccc(S(=O)(=O)N3CCCCCC3)cc12	4%
CN(C(=O)CSc1nc2ccc(NC(=O)COc3ccccc3)cc2s1)c1ccccc1	1%
O=C(NC1CC(=O)N(c2ccc(Cl)cc2)C1)C(=O)c1c[nH]c2ccccc12 (stereo unspecified)	-7%
CCN(CC)S(=O)(=O)c1ccc(S(=O)(=O)N2CCCC(C(=O)NC3CC3)C2)cc1 (stereo unspecified)	-5%
O=C(CSc1cccc2cccnc12)Nc1ccc(S(=O)(=O)N2CCOCC2)cc1	1%

Pulled one by one from the entries so far (seven):
SMILES	aSyn tox rescue
Cc1cccc(C)c1NC(=O)c1oc2ccc3c(c2c1C)C(=O)CC(C)(C)O3	-7%
Cc1ccc(C2=NN(CC(=O)NCCCN(CC(C)C)CC(C)C)C(=O)CC2)cc1	-13%
O=C(CSc1cccc2cccnc12)Nc1ccc(S(=O)(=O)N2CCOCC2)cc1	1%
CC(C)(C)C1CCc2c(sc(NC(=O)CCC(=O)O)c2C(=O)Nc2ccccc2C(F)(F)F)C1 (stereo unspecified)	-19%
CCOC(=O)c1cnn(-c2ccc(C(=O)Nc3ccc(C(C)=O)cc3)cc2)c1N	-9%
Cc1c(C(=O)Nc2ccc(F)cc2)oc2ccc(S(=O)(=O)N3CCCCCC3)cc12	4%
O=C(CN1C(=O)NC2(CCCC2)C1=O)OCC(=O)c1cccc(Cl)c1	3%

Later entries.
SMILES	aSyn tox rescue
COc1cccc(C(=O)COC(=O)c2cc(-c3cccs3)nc3ccccc23)c1	-13%
C/C(=N\NC(=O)CSc1nc(C)cc(C)n1)c1ccc2c(c1)OCCO2	11%
O=C(CSc1nc2ccccc2c2nc(-c3ccccc3)nn12)Nc1ccc(F)cc1	1%
COc1ccc(Nc2ncc(C(=O)N3CCN(c4ccc(OC)cc4)CC3)c3ccccc23)cc1	4%
CC1CCN(C(=O)CSc2nnc3ccc(-c4cccnc4)nn23)CC1	2%
COc1cc(CCC(=O)Nc2cc(S(=O)(=O)N3CCOCC3)ccc2OC(C)C)cc(OC)c1OC	-6%
Cc1nc2sc(C(c3cccs3)N3CCN(c4cccc(Cl)c4)CC3)c(O)n2n1 (stereo unspecified)	-6%
Cc1ccc(NC(=O)C(=O)NCCCN2CCOCC2)cc1C	-5%
CCn1c(SCCOc2ccccc2F)nc2ccccc21	?
COc1ccc(N(C(=O)c2snc(C(N)=O)c2N)C(C(=O)NC2CCCC2)c2ccc(C)o2)c(OC)c1 (stereo unspecified)	-7%
CCc1ccc(S(=O)(=O)NCc2nc3cccnc3n2Cc2cccc(OC)c2)cc1	3%
Clc1ccccc1Cn1c(-c2cccs2)nc2ccccc21	-26%
Cc1cc(=O)c(C(=O)O)nn1-c1ccccc1F	14%
O=C(NCc1cccnc1)c1cc(-c2ccc(Cl)cc2)oc1C(F)(F)F	6%
Cc1ccc(C(=O)OCC(=O)NCc2ccco2)cc1S(=O)(=O)N1CCOCC1	5%
O=C(NCC1CCN(Cc2cccc(F)c2)CC1)c1cc2ccc3cccnc3c2[nH]1	-1%
COc1ccc(CCNC(=O)C(=O)Nc2ccc(C)c(C)c2)cc1	1%
CCC(=O)Nc1ccc(CC)cc1-c1nc2ccccc2n(CC(=O)Nc2cccc(OC)c2)c1=O	-3%
Cc1cccc(NC(=O)C(=O)NCC(c2cccnc2)N2CCOCC2)c1 (stereo unspecified)	-10%
COc1ccc(C)cc1NC(=O)CN1C(=O)CCc2cc(S(=O)(=O)N3CCOCC3)ccc21	1%
Cc1ccc(C)c(NC(=O)CSc2nnc3[nH]c(=O)cc(-c4ccccc4)n23)c1	-3%
O=C(Cn1ncc2c3ccccc3n(Cc3ccccc3)c2c1=O)NCc1cccs1	-6%
O=C(Nc1ccc2c(c1)OCO2)C1CC(=O)N(c2cccc(Cl)c2)C1 (stereo unspecified)	-2%
CCn1cc(S(=O)(=O)c2ccc(OC)cc2)c(=O)c2cc(F)c(N3CCCCCC3)cc21	-3%
Cc1ccc(S(=O)(=O)N2C[C@H]3N(C(=O)OC(C)C)N(C(=O)OC(C)C)C[C@H](OC(=O)Nc4c(C)noc4C)[C@@]3(O)C2)cc1	-9%
COc1cccc(CNC(=O)CCc2nnc3n(C)c(=O)c4sccc4n23)c1	-5%
CCOC(=O)C1CCCN(C(=O)COc2ccc(C(=O)c3ccccc3)cc2)C1 (stereo unspecified)	7%
CC(NS(=O)(=O)c1ccc(N)cc1)C1CC2CCC1C2 (stereo unspecified)	25%
COc1ccc(-c2nc(CNS(=O)(=O)c3ccc(Br)cc3)cs2)cc1	3%
COc1ccc(CCn2c(=O)c3cccnc3n(CC(=O)Nc3ccc(C)c(F)c3)c2=O)cc1OC	-5%
CCn1cc(C(=O)NCc2ccc(C)cc2)c(=O)c2cc(S(=O)(=O)N(C)C3CCCCC3)ccc21	0%
Cc1sc2c(c1C)c(=O)n(Cc1ccccc1)c(=O)n2CC(=O)Nc1cccc(Cl)c1	-16%

Bioassay records: PubChem, National Center for Advancing Translational Sciences (NCATS)
